S3 lipid droplet – qHTS Assay for Lipid Storage Modulators in Drosophila S3 Cells. AID 2685. hit rate 0.64% among 320,000. lipid storage change, negative = inhibition, % at the top dose, mostly 46.1 µM; hits show Potency in µM. Drosophila S3 cells, BODIPY lipid droplet fluorescence, 18-24 h; cells fed with added oleic acid; active = well fitted inhibition curve with a large enough effect in the signal ratio, with a control signal flat, not every such curve was filed as active; inconclusive = small, poorly fitted or top-dose-only effect, or effect the other way, or a change in a side signal; the % refers to the signal ratio
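Drosophila S3 cells loaded with oleic acid (400 uM, as added) and compounds at several concentrations; lipid droplets imaged by 488-nm laser-scanning cytometry, 500–530 nm intensity and object ratio to cell channel. Percent activity normalized to 20 uM Triacsin C.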
S3 lipid droplet cell count max – recorded beside S3 lipid droplet, whose call it bears; cell number change, %; measured here: cell count max response;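 cells counted by Cell Tracker Red CMTPX staining in the red channel; peak over a dose series mostly up to 46.1 µM; percent activity relative to internal control wells on each plate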
Starred values were filed as active, the others as inactive; i = inactive; ? = inconclusive; nt = not tested or not shown; [ ] = dose if it differs, or a comment. % is set by controls: 0 for no effect and ±100 for the full control effect; potency is the fitted concentration of half-maximal effect. Some of the compounds tested. The share of hits here may be higher or lower than overall.

The line under a structure holds: S3 lipid droplet | S3 lipid droplet cell count max
> Cc1cc(Nc2ccc(Br)cc2F)n2nc(C)nc2n1
 : 3% | -8
> COc1ccc(C)cc1NC(=O)C(=O)N/N=C(\C)CC(=O)Nc1cccnc1
 : ? | nt
> Cc1ccc(-n2c(C)cc(C(=O)CSc3nncs3)c2C)cc1
 : ? | nt
> COc1cc(OC)cc(C(=O)NC(=S)Nc2nc(-c3cc4ccccc4o3)cs2)c1
 : -5% | -12
> COc1ccc(CCNC(=O)CSc2nc(=O)n3cccc(C)c3n2)cc1OC
 : ? | nt
> O=C(CCS(=O)(=O)c1ccc(Br)s1)NC1CCCCCC1
 : ? | nt
> Cc1ccc(CNC(=O)CC(C)S(=O)(=O)c2ccc3c(c2)NC(=O)C(C)S3)cc1 (centres undefined)
 : ? | nt
> COc1ccc(Cl)cc1N(CC(=O)NC(C)(C)C)S(=O)(=O)c1ccc(C)c([N+](=O)[O-])c1
 : 1% | 8
> O=C(c1nc2ccccn2c1CNCCCn1nnc2ccccc21)N1CCOCC1
 : 16% | 23
> Cc1cc(C(=O)NC2CCN(Cc3ccccc3)CC2)n[nH]1
 : ? | nt
> O=C(N[C@@H]1C[C@H]2CC[C@@H]1C2)c1ccco1
 : 5% | 1
> C/C(CC(=O)NC(C)C)=N\NC(=O)C(c1ccccc1)c1ccccc1
 : ? | nt
> O=C1C2C(c3ccccc3)CC=CC2[C@H](c2ccc(C(F)(F)F)cc2)N1Cc1ccccc1 (some centres undefined)
 : 18µM* | nt
> Cc1c(C(Nc2ccccn2)c2ccc(Cl)cc2)c(=O)n(-c2ccccc2)n1C (centres undefined)
 : 2% | 3
> O=C(NC1CC1)C1CCN(S(=O)(=O)c2cc([N+](=O)[O-])ccc2Cl)CC1
 : 4% | -13
> COc1cc(-c2noc(C)c2/C=C/c2ccc(C(=O)O)cc2)cc(OC)c1OC
 : 8% | -10
> COc1ccc(NC(=O)c2ccccc2C(=O)N2CCCCC2)cc1
 : 3% | -13
> Cc1ccc(NC(=O)c2ccc(-n3cncn3)c([N+](=O)[O-])c2)cc1F
 : ? | nt
> O=C(O)C(Cc1ccccc1)NC(=O)C(c1ccccc1)c1ccccc1 (centres undefined)
 : 9% | nt
> c1ccc2c(c1)ccc1nnc(-c3ccc4c(c3)OCO4)n12
 : i | nt

6 compounds already listed, arranged by SMILES length, rising:
The line under a structure holds: S3 lipid droplet | S3 lipid droplet cell count max
> O=C(O)C(Cc1ccccc1)NC(=O)C(c1ccccc1)c1ccccc1 (centres undefined)
 : 9% | nt
> COc1cc(-c2noc(C)c2/C=C/c2ccc(C(=O)O)cc2)cc(OC)c1OC
 : 8% | -10
> COc1cc(OC)cc(C(=O)NC(=S)Nc2nc(-c3cc4ccccc4o3)cs2)c1
 : -5% | -12
> O=C(NC1CC1)C1CCN(S(=O)(=O)c2cc([N+](=O)[O-])ccc2Cl)CC1
 : 4% | -13
> Cc1ccc(CNC(=O)CC(C)S(=O)(=O)c2ccc3c(c2)NC(=O)C(C)S3)cc1 (centres undefined)
 : ? | nt
> O=C1C2C(c3ccccc3)CC=CC2[C@H](c2ccc(C(F)(F)F)cc2)N1Cc1ccccc1 (some centres undefined)
 : 18µM* | nt

Additional structures.
The line under a structure holds: S3 lipid droplet | S3 lipid droplet cell count max
> C/C(=N\NC(=O)CCCNc1ccccc1)c1ccncc1
 : 1% | 0
> O=C(c1ccc(F)cc1)c1cn(Cc2ccc(F)cc2)c2cc3c(cc2c1=O)OCCO3
 : ? | nt
> O=C(COC(=O)c1cc(S(=O)(=O)N2CCc3ccccc3C2)ccc1Cl)NCc1ccco1
 : ? | nt
> CCOc1ccc(S(=O)(=O)Nc2cccc(C(=O)NCC(c3ccc(OC)cc3)N3CCOCC3)c2)cc1 (centres undefined)
 : ? | nt
> Cc1nccc(-c2cccc(N/N=C(\C#N)C(=O)c3ccccc3)c2)n1
 : ? | nt
> CCN(C1CCCCC1)S(=O)(=O)c1ccc(-n2cnnn2)c(C)c1
 : ? | nt
> COc1ccc(NC(=O)/C(C#N)=C/c2cc(C)n(-c3ccc(N4CCOCC4)c([N+](=O)[O-])c3)c2C)cc1
 : -4% | 14
> O=C(CSC1=NCCS1)Nc1ccc(S(=O)(=O)NC2CCCCC2)cc1
 : ? | nt
> C/C(=N/NC(=O)CNC(=O)COc1cccc(C)c1)c1ccc(Cl)cc1
 : i | -13
> O=C1S/C(=C\c2ccc(N3CCOCC3)o2)C(=O)N1c1ccccc1
 : -9% | 10
> COc1ccc(OC)c(C2Nc3c(Cl)ccc(C(=O)O)c3C3C=CCC32)c1 (centres undefined)
 : -11% | -9
> Cc1cc(C)cc(NC(=O)COC(=O)c2n[nH]c3ccccc23)c1
 : ? | nt
> COCCN(C(=O)C1CCCC1)c1c(N)n(Cc2ccccc2)c(=O)[nH]c1=O
 : 23% | nt
> Cc1ccc(S(=O)(=O)CCSc2ccc(C(F)(F)F)cn2)cc1
 : 7% | 21
> CN(CCC#N)C(=O)COC(=O)c1ccc(Cl)c(S(N)(=O)=O)c1
 : ? | nt
> Cc1cc(C(=O)N2CCOCC2)c(C)o1
 : ? | nt
> CN1CCN(c2ccc(-c3cccc(NC(=O)COc4ccc(Cl)cc4)c3)nn2)CC1
 : ? | nt
> CCOC(=O)c1cc(-c2cccs2)nc2onc(C)c12
 : ? | nt
> CCOC(=O)C1=C(C)Nc2nnnn2C1c1cccnc1 (centres undefined)
 : 6% | -2
> CCOC(=O)C(C(=O)OCC)C(=O)c1cc(OC)c(OC)c(OC)c1
 : i | -2
> NC(=O)CC[C@@H]1NC(=O)[C@H](Cc2ccc(O)cc2)NC(=O)c2cc([N+](=O)[O-])cc(F)c2OCC[C@@H](C(N)=O)NC1=O
 : ? | nt
> COCCNC(=S)N(c1ccccc1)C(C)C
 : ? | nt
> COc1ccc(NC(=O)c2ccc(C)cc2)c[n+]1[O-]
 : 1% | 9
> COc1cc(CNc2ccccc2SC)cc(OC)c1OC
 : ? | nt
> CCSc1nc2c(c(=O)[nH]c(=O)n2C)n1C/C=C(/C)Cl
 : ? | nt
> COc1ccc(NC(C)=O)cc1CNC(=O)CN1CCOCC1
 : i | -7
> O=C(CSc1nnc(NC2CCCCC2)s1)Nc1ccc2c(c1)C(=O)c1ccccc1C2=O
 : ? | nt
> N#CC1=C(N)Oc2cc(O)ccc2C1c1ccc(Br)s1 (centres undefined)
 : 12% | 4
> Cc1cnc(NC(=O)CSc2nc3ccccc3c(=O)[nH]2)s1
 : 7% | nt
> O=C(c1ccccc1)[C@H]1[C@H](c2ccccc2)[C@@]2(N=C(c3ccccc3)OC2=O)C2c3ccccc3C=NN21 (some centres undefined)
 : -26% | 16
> O=C(CN(c1ccccc1)S(=O)(=O)c1ccccc1[N+](=O)[O-])Nc1ccccc1C(=O)N1CCOCC1
 : ? | nt
> CC(C)c1ccc(N2C(=NC(=O)C3CC3)SC3CS(=O)(=O)CC32)cc1 (centres undefined)
 : i | 24
> c1ccc2c(NCC3CCCO3)nc(N3CCOCC3)nc2c1 (centres undefined)
 : 10% | -11
> CCOc1ccc2nc(N3CCOCC3)nc(C)c2c1
 : ? | nt
> COc1cccc(CN(C)C(=O)Cc2c[nH]c3ccccc23)c1
 : ? | nt
> CC(=O)Nc1nc2c(ccc3ccccc32)s1
 : ? | nt
> Cc1c(C)c2ccc(OCC(=O)NCCCn3ccnc3)c(C)c2oc1=O
 : ? | nt
> Cc1cccc(C)c1OCc1nnc(SCC(=O)Nc2cccc(C(=O)N3CCOCC3)c2)n1C
 : i | -1
> COC(=O)c1cc(Cl)c(NC(=O)c2ccco2)cc1OC
 : ? | nt
> CSc1ncccc1C(=O)OCC(=O)c1ccc(Br)s1
 : 6% | -4
> O=C(Nc1cc(C(F)(F)F)ccc1N1CCOCC1)C1CC1
 : ? | nt
> Cc1ccc(C)c(NC(=O)CS(=O)(=O)c2cccc3nsnc23)c1
 : ? | nt
> CS(=O)(=O)c1nc(S(=O)(=O)c2ccc(Cl)cc2)c(N2CCC3(CC2)OCCO3)s1
 : i | -20
> CN1C(=O)c2ccc(NC(=O)c3ccc(Cl)cc3Cl)cc2C1=O
 : ? | nt
> COc1ccc(C2=NC(C)(C)Cc3cc(OC)c(OC)cc32)cc1
 : 14% | -2
> Cc1cccc(NC(=O)CSCC(=O)N(C)Cc2ccc(Cl)c(Cl)c2)c1
 : ? | nt
> O=[N+]([O-])c1ccc(NC(=S)NCc2ccncc2)cc1
 : 2% | -7
> CCOC(=O)c1ccccc1NCN1C(=O)CSC1=O
 : 20% | nt
> Cc1ccc([C@@H]2[C@@H]3C(=O)N(C)C(=O)[C@@H]3[C@]3(C)C(=O)N(Cc4ccc(-c5ccccc5)cc4)CC(=O)N23)o1
 : 9% | 8
> COc1ccc2c(Cl)c(-c3nnco3)sc2c1
 : -5% | 8
> Cc1ccc(NC(=O)C(c2ccccc2)N2CCN(CC(=O)NC3CC3)CC2)cc1 (centres undefined)
 : ? | nt
> NC(=NC(=O)c1ccc(OCC(F)(F)F)nc1)c1ccc(Cl)cc1
 : -2% | -17
> Cc1occc1C(=O)NNC(=O)CN1C(=O)NC(C)(c2ccccc2)C1=O (centres undefined)
 : 20%[0.0737 µM] | -16
> CC1=NN(c2ccccc2)C(=O)C1N=Nc1ccc(C)cc1 (centres undefined)
 : 2% | 4
> COc1ccc(OCCCC(=O)NCc2ccco2)cc1
 : ? | nt
> O=C(NC(=S)Nc1ccc(S(=O)(=O)N2CCOCC2)cc1)c1ccccc1[N+](=O)[O-]
 : ? | nt
> CS(=O)(=O)N(CC(=O)NCc1ccco1)c1ccc(Cl)c(C(F)(F)F)c1
 : ? | nt
> COc1ccc(-c2nn(-c3ccccc3)cc2C(=O)Nc2nccs2)cc1OC
 : -1% | -3
> COc1cccc(/C=C/C(=O)NCCc2ccc(OC)c(OC)c2)c1
 : ? | nt
> Brc1cccc(OCCN2CCc3ccccc3C2)c1
 : 7% | -20

Going on with the list.
The line under a structure holds: S3 lipid droplet | S3 lipid droplet cell count max
> CCOC(=O)N1CCN(CC(=O)c2ccc3c(c2)CCN3)CC1
 : 12% | 12
> CSc1nc2nc3c(cc2c(=O)[nH]1)C(O)Oc1ccc(C)cc1-3 (centres undefined)
 : ? | nt
> Cc1ccc([N+](=O)[O-])cc1NC(=O)CSc1nncn1-c1ccccn1
 : i | 21
> Cc1nnc(Sc2cc(NCCO)c([N+](=O)[O-])c3nonc23)s1
 : ? | nt
> COc1ccc2ncc(S(=O)(=O)c3ccccc3)c(N3CCN(c4ccccc4)CC3)c2c1
 : ? | nt
> CC1(OC(=O)C2CCCC2)C(=O)C=C2C=C(c3ccsc3)N(CCCCO)C=C2C1=O (centres undefined)
 : 0% | -3
> Cc1ccc(OCCOCCOc2cccc3cccnc23)c(Br)c1
 : i | 6
> Cc1ccc(N(Cc2ccccc2)C(=O)Cc2ccc(S(=O)(=O)N3CCOCC3)s2)cc1
 : ? | nt
> COc1ccc(-c2nnc3ccc(SCC(=O)NCC4CCCO4)nn23)cc1 (centres undefined)
 : ? | nt
> COc1ccccc1N1CCN(/N=C(\C)c2ccc(O)cc2)CC1
 : -14% | 17
> Cc1ccc(C(=O)NCC(=O)NC2CCCCCC2)cc1
 : ? | nt
> Cc1ccc(S(=O)(=O)N2CCCC2C(=O)NC2=NCCS2)cc1 (centres undefined)
 : ? | nt
> COc1ccccc1/C=C/c1nc(C#N)c(N(C)C)o1
 : 20% | -8
> CC(NC(=O)c1cc2cc(Br)ccc2oc1=N)c1ccccc1 (centres undefined)
 : ? | nt
> COc1ccc(OC)c(S(=O)(=O)N2CCCCCC2)c1
 : 3% | 1
> O=C(Nc1nc2c(ccc3ccccc32)s1)c1ccco1
 : -22% | 0
> O=C(Nc1ccn(Cc2ccccc2F)n1)c1ccc(COc2cc(Cl)ccc2Cl)o1
 : -22% | 1
> CCOC(=O)CCC(NC(=O)c1ccccc1C(=O)NC(CCC(=O)OCC)C(=O)OCC)C(=O)OCC (centres undefined)
 : 12% | -12
> COc1ccc(Cl)cc1NC(=O)C[n+]1cccc(C)c1
 : ? | nt
> Cc1nn(-c2ccccc2)c(C)c1C(=O)NCc1cccs1
 : 28% | 13
> COc1ccc(C)cc1NS(=O)(=O)c1cc(C)ccc1C
 : i | nt
> COc1ccc(NS(=O)(=O)c2ccc(OC)c(NC(=O)CCC3CCCCC3)c2)cc1
 : 19% | 18
> COc1cccc(CN2C(=O)c3ccccc3C2C(=O)NCC2CCCO2)c1 (centres undefined)
 : ? | nt
> COC(=O)c1cc(S(=O)(=O)N2CCCCC2)c[nH]1
 : i | -25
> COc1cccc(CN2CCN(Cc3ccc(O)c(OC)c3)CC2CCO)c1 (centres undefined)
 : -7% | -17
> COC(=O)c1ccc(CSc2nnc(-c3ccncc3)n2Cc2ccccc2)o1
 : ? | nt
> CC(=O)CC(=O)Nc1ccc2ccccc2c1
 : 15% | 16
> COc1ccc(NC(=O)c2noc3c2CCC3)cc1
 : i | 24
> C/C(=N/OC(=O)c1ccc(Br)cc1)c1ccc(C)cc1
 : ? | nt
> CC1Oc2ccccc2N(CC(=O)NCCc2ccccc2)C1=O (centres undefined)
 : 10% | -8
> Cc1cc(C(=O)COc2ncnc3sccc23)c(C)n1C1CC1
 : 6% | -12
> O=C(Cn1cnc2c(nnn2Cc2ccc(Cl)cc2)c1=O)NCc1ccco1
 : 0% | 0
> CC(=O)Nc1nn(C)c2nc(C)cc(C)c12
 : ? | nt
> Cc1ccc(C(=O)NCC(=O)Nc2ncccc2C)s1
 : ? | nt
> CCCCNC(=O)CCCCC(=O)N/N=C/c1cccc(Cl)c1
 : 15% | -6
> CC(C)(C)NC(=O)COC(=O)c1cc(Cl)ccc1[N+](=O)[O-]
 : ? | nt
> CN(C)c1nc(-c2ccc([N+](=O)[O-])cc2)cs1
 : ? | nt
> CC/S(=N\S(=O)(=O)c1ccc(C)cc1)c1ccccc1 (centres undefined)
 : -7% | -1

Source: PubChem
